CYP2C19 act – activators of human cytochrome P450 2C19; recombinant CYP2C19, luciferin-H EGE luminescence; hits give high values; 0 = fully inhibited enzyme, 1 = untreated enzyme; activation factor at 5 µM; 96,000 tested, under 10 active;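 active = activation factor of at least 2 at 5 µM in the primary screen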;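 also: 0 = wells with 2.5 mM tranylcypromine and 1 = vehicle-only wells; values of inactives mirror those of a sister screen read the other way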
CYP2C19 inh – human CYP2C19 inhibition | P33261 | CYP2C19 Supersomes, luciferin-H EGE luminescence, 30 min | inhibition, % at 5 µM | 96,000 tested, 21% active | AID 778;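 active = CYP2C19 inhibition above a set limit at 5 µM in the primary screen, cut at about 50% in these data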;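 also: plate controls were negative control wells for no effect and 2.5 mM tranylcypromine positive control for full effect; values of inactives mirror those of a sister screen read the other way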
PTK2B oligo ant – antagonists of human Pyk2 oligomerization. Q293 cells, Pyk2 FERM NanoBiT luminescence; hits give low values. z-score (the deposit names both 25 µM and 10 µM). 99,000 tested, 0.83% active. AID 1347419;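 active = Z-score of -3 or lower, scaled per plate to the spread of control and sample wells; inactive = z-score above -3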;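 also: negative z-score means lost luminescence so less FERM oligomerization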
CD11b adhes inh – CD11b/CD18-fibrinogen binding inhibition | P05107+P11215 | K562 CD11b/CD18 adhesion to fibrinogen, ATPlite luminescence; Mn2+ added to activate the integrin | inhibition, % at 10 µM | 93,000 tested, 0.54% active | AID 1497;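 active = primary inhibition of 50% or more at 10 µM, then 40% or more on retest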; also: some results filed as inactive read as strong as hits
Target sequence (P05107 whole entry, looked up, other chains not shown): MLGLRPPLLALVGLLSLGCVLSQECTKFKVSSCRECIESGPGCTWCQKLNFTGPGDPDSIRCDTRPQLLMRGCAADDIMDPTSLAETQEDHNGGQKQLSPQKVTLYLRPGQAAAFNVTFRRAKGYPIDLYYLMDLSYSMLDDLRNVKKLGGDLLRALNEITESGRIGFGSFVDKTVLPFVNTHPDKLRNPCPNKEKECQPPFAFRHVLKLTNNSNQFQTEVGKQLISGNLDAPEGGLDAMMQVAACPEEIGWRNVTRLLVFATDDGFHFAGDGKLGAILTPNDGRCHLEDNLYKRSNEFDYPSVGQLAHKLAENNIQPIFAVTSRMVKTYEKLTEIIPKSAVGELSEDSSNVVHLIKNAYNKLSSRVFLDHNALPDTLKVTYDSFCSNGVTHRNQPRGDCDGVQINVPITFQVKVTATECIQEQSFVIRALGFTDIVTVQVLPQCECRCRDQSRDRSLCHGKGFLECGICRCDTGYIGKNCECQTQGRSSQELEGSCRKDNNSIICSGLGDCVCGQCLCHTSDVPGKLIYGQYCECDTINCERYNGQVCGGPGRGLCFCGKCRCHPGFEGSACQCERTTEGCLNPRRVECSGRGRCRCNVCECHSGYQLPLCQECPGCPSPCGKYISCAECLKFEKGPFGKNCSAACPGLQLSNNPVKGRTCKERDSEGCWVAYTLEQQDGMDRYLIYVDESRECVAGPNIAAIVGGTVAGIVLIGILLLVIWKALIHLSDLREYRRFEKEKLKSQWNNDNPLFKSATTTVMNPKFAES
CD11b adhes enh – CD11b/CD18-fibrinogen binding enhancement. P05107+P11215. K562 CD11b/CD18 adhesion to fibrinogen, ATPlite luminescence. activation, % at 10 µM. 93,000 tested, 0.07% active. AID 1499;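 active = 10 µM primary screen giving 50% or more activity, confirmed by 40% or more on retest at that dose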; also: strong numbers were not always called active; reference of the scale not given here
CYP2C9 inh – blocks human cytochrome P450 2C9. P11712. CYP2C9 Supersomes, luciferin-H conversion, luminescence. inhibition, % at 5 µM. 96,000 tested, 20% active;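 active = blocking of liver enzyme CYP2C9 beyond about 50% at 5 µM, limit read from the data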; also: values of inactives mirror those of a sister screen read the other way
MT1-MMP txn act – MT1-MMP promoter transcription activation | HT1080 MT1-MMP promoter luciferase reporter, luminescence, overnight; hits give high values | activation factor at 10 µM | 86,000 tested, 0.16% active;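 active = activation factor of at least 2 for MT1-MMP transcription at 10 µM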
CYP2C9 activ – CYP2C9 (human) activation. 96,000 tested, 1.4% active. P11712. AID 1024. recombinant CYP2C9, luciferin-H conversion, luminescence; hits give high values; factor 1 = untreated enzyme, 0 = blocked. activation factor at 5 µM;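 active = activation factor of 2 or more for CYP2C9 at a 5 µM dose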;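 also: 0 = sulfaphenazole-blocked wells and 1 = vehicle-only wells; values of inactives mirror those of a sister screen read the other way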
PLAP activator – activators of human placental alkaline phosphatase. purified PLAP enzyme, luminescent substrate read-out; hits give high values. activation fold at 20 µM. 96,000 tested, 1.2% active. AID 696. P05187; in the data active = activation fold above about 2
The depositor's hits bear a star; · = not tested or not shown.

SMILES	CYP2C19 act	CYP2C19 inh	PTK2B oligo ant	CD11b adhes inh	CD11b adhes enh	CYP2C9 inh	MT1-MMP txn act	CYP2C9 activ	PLAP activator
CCCC1CC(C)(C(=O)Cn2[nH]c(=O)ccc2=O)OC1=O (centres undefined)	1	0	1	-30	4	-20	1.2	1.2	0.8
Cc1ccc(C(=O)CSc2nnc(-c3ccc4[nH]c(C)c(C)c4c3)o2)cc1C	0.5	48	-1.1	-1	-4	71*	·	0.3	1.5
O=C(Nc1nnc(COc2ccccc2)s1)C1CCN(S(=O)(=O)c2ccc(Cl)cc2)CC1	1	0	0.07	2	18	7	1.1	0.9	0.9
CCCCOc1ccccc1C1NC(=O)NC(C)=C1C(=O)OCc1ccco1 (centres undefined)	0.4	61*	-2.3	-28	2	73*	1.2	0.3	1
CC(C)(C)C1CCC2(CC1)C(C#N)=C(SCC(=O)NC1CCCCC1)NC(=O)C2C#N (centres undefined)	0.5	46	-1.2	102	-15	92*	1	0.1	1.3
COC(=O)C1=C(N)Oc2cc(C)n(Cc3ccccc3)c(=O)c2C1c1ccccc1 (centres undefined)	0.6	45	-3*	-7	-2	75*	1.1	0.3	1
COc1ccc(NC(=O)CN2c3cccc4cccc(c34)S2(=O)=O)cc1	0.8	18	-0.61	·	·	-184	1.2	2.8*	1
C=CCN(CC=C)c1cnn(-c2nc3ccccc3[nH]2)c(=O)c1Cl	0.4	56*	-1.3	3	1	54*	·	0.5	1.7
CCCCn1c(CN2CCN(C(=O)OCC)CC2)nc2c1c(=O)n(C)c(=O)n2C	1.1	-11	1.4	4	-4	-3	1	1	1.6
CCOc1ccccc1NC(=O)C1CCN(S(=O)(=O)c2cccc3cccnc23)CC1	0.1	93*	·	-3	0	-58	1.1	1.6	1.4
Cc1cc(=O)oc(C)c1C(=O)NCCCN1CCN(c2ccc(F)cc2)CC1	0.9	10	0.64	·	·	0	1.1	1	1.2
Cc1cc(C)nc(N2CCCC(C(=O)Nc3ccc4nc(C)c(C)nc4c3)C2)n1 (centres undefined)	0.9	5	-1.7	-1	-3	-17	1	1.2	1.5
CCN(CC)CCC(=O)Nc1ccc2c(c1)N(C(=O)CN(CC)CC)c1ccccc1CC2	0.9	5	-0.37	·	·	7	1.6	0.9	1.5
Oc1ccccc1-c1nnc(SCCN2CCOCC2)n1Cc1ccccc1	1	5	-0.36	2	-3	14	1.3	0.9	1.4
CCOc1ccc(C(=O)Nc2nnc(C)s2)cc1OCC	1	-4	0.92	5	-2	-13	1.3	1.1	0.9
CS(=O)(=O)c1nc(-c2ccccc2)cc(-c2ccccc2)c1C#N	0.9	7	-0.39	·	·	22	1.1	0.8	0.9
Cc1cccc(OCCCC(=O)Nc2ccc(S(=O)(=O)N3CCCC3)cc2)c1	0.5	50*	0.21	3	-1	65*	1.2	0.3	1.2
O=C(NC1CCCCC1)C(c1ccc2ncccc2c1)N(Cc1ccccc1)C(=O)c1ccc2c(c1)OCCO2 (centres undefined)	0.2	80*	-1.9	-6	5	67*	·	0.3	1.4
O=C(OCn1ncc(Br)c(Br)c1=O)c1ccccc1Cl	0.4	57*	1.7	11	0	2	0.7	1	1
NC(=O)/C(=C/c1ccco1)NC(=O)/C=C/c1ccccc1	0.9	5	0.73	-36	0	-5	·	1.1	0.9
CN(C)C(=O)CSc1nnc(CCN)o1	1.1	-9	-0.06	-9	-3	-9	1.2	1.1	1.1
CCOC(=O)c1[nH]c(C)c(/C(O)=C2\C(=O)C(=O)N(CCCn3ccnc3)C2c2ccncc2)c1C (centres undefined)	1	-5	1.3	-1	-4	4	1.2	1	1
CCOC(=O)CSc1nnc(Cc2ccccc2)n1Cc1ccco1	0.9	5	1.3	-14	0	-2	1.1	1	0.8
CC(C)CN(C(=O)COC(=O)CCc1c[nH]c2ccccc12)C1CCS(=O)(=O)C1 (centres undefined)	0.8	16	1.7	12	5	-124	1.5	2.2*	1.5
COc1cc2c(C(=O)N3CCN(c4cccc(Cl)c4)CC3)cn(C)c(=O)c2cc1OC	0.8	21	-0.23	-11	2	42	1	0.6	1.6

Additional records follow:
SMILES	CYP2C19 act	CYP2C19 inh	PTK2B oligo ant	CD11b adhes inh	CD11b adhes enh	CYP2C9 inh	MT1-MMP txn act	CYP2C9 activ	PLAP activator
O=C(Oc1ccccc1)c1cccc2cccnc12	0.8	23	-0.42	-21	4	-28	1	1.3	1.1
O=C(CSc1nnc(-c2cc3ccccc3cc2O)n1Cc1ccco1)N1CCc2ccccc2C1	0.4	57*	-0.43	21	3	81*	1	0.2	1.6
COCCNC(=O)c1ccc2snnc2c1	0.8	16	-0.58	-11	-3	4	1	1	0.9
N#C/C(=C1\CCCN1)c1ccc2ccccc2n1	0.9	12	-0.68	-2	1	1	1	1	1
Nc1ccc(N2CCN(C(=O)c3ccco3)CC2)cc1	0.6	44	-0.63	·	·	18	1.1	0.8	0.9
COc1ccc(CCNC2CC(=O)N(C)C2=O)cc1OC (centres undefined)	0.9	9	0.92	-48	0	11	1.1	0.9	1.1
CC(OC(=O)c1nsc(Cl)c1Cl)C(=O)NCc1ccco1 (centres undefined)	0.3	67*	-0.42	-4	0	56*	1.1	0.4	1.2
COc1ccc(OCC(=O)Nc2ccc3c(c2)nc(CN2CCCC2)n3C)cc1	1	-4	-0.34	10	-5	-11	·	1.1	1.7
O=C(CCC(=O)N(Cc1ccco1)C(C(=O)NC1CCCC1)c1ccncc1)Nc1cccnc1 (centres undefined)	0.3	75*	2.4	-4	5	61*	1	0.4	1.3
OC(c1ccc2c(c1)OCO2)c1nccc2ccccc12 (centres undefined)	0	95*	-0.89	1	-6	-74	1.1	1.7	1.6
Cc1ccc(-n2nc3c(c2NC(=O)c2c(-c4ccccc4Cl)noc2C)CS(=O)(=O)C3)c(C)c1	0.5	52*	0.84	-15	2	79*	1.2	0.2	1.5
CCOC(=O)c1cnc2ccc(OCC)cc2c1N1CCN(C)CC1	0.9	7	0.71	3	4	20	1.1	0.8	1.2
COc1ccc(OC)c2c1sc(=NC(=O)c1cccc(N3C(=O)CCC3=O)c1)n2C	1	1	·	-10	31	-2	·	1	0.9
CN(Cc1ccccc1)C(=O)Cn1c(=O)oc2cc(S(=O)(=O)NCc3ccccc3)ccc21	0.9	7	·	4	0	4	·	1	1.1
CCCn1c2c(c(O)c(C(=O)Nc3ccc(OC)cc3)c1=O)CCCC2	0.9	6	-1.4	10	2	79*	1.3	0.2	1.7
CCNC(=O)c1sccc1-n1cccc1	0.8	16	-0.31	2	-3	16	1.2	0.8	1.1
O=S(=O)(Nc1ccc(S(=O)(=O)N2CCCCC2)cc1)c1ccc(Br)s1	0.8	18	-1.4	91*	-11	96*	1	0	1.4
Cc1c(NC(=O)N2CCCCCC2)c(=O)n(-c2ccccc2)n1C	1	-3	-0.2	-8	2	-15	1.2	1.1	0.9
CCOC(=O)c1oc2ccccc2c1NC(=O)c1ccc(S(=O)(=O)N2CCCC2)cc1	1.1	-9	-0.12	-2	-2	-9	1.1	1.1	1
O=C1CC2CS(=O)(=O)CC2N1c1ccc(Oc2ccccc2)cc1 (centres undefined)	0.8	16	-1	-14	23	5	1.4	0.9	1.2
Nc1ccccc1SCC(=O)N1CCc2ccccc21	0.2	76*	0.27	-16	-2	33	1.3	0.7	0.8
CC1(C)Cc2cccc(OCC(=O)Nc3cc(C(F)(F)F)ccc3N3CCOCC3)c2O1	0.8	19	-2.4	17	-4	51*	1.2	0.5	1.6
CC(C)(C)C(=O)Nc1ccc(-c2cn3ccsc3n2)cc1	0.8	16	-0.4	61*	-9	5	0.2	0.9	0.9
O=C(Nc1sc2c(c1C(=O)O)CCC2)c1ccco1	0.4	62*	-0.02	-2	-4	53*	·	0.5	1
CCCCn1nc2cc(C(=O)NCc3cc(C(F)(F)F)cc(C(F)(F)F)c3)ccc2c1OC	0.7	30	·	-15	12	-1	·	1	1.1

Quoted from the listing, 10 compounds:
SMILES	CYP2C19 act	CYP2C19 inh	PTK2B oligo ant	CD11b adhes inh	CD11b adhes enh	CYP2C9 inh	MT1-MMP txn act	CYP2C9 activ	PLAP activator
O=C(Oc1ccccc1)c1cccc2cccnc12	0.8	23	-0.42	-21	4	-28	1	1.3	1.1
O=C(CSc1nnc(-c2cc3ccccc3cc2O)n1Cc1ccco1)N1CCc2ccccc2C1	0.4	57*	-0.43	21	3	81*	1	0.2	1.6
COCCNC(=O)c1ccc2snnc2c1	0.8	16	-0.58	-11	-3	4	1	1	0.9
N#C/C(=C1\CCCN1)c1ccc2ccccc2n1	0.9	12	-0.68	-2	1	1	1	1	1
Nc1ccc(N2CCN(C(=O)c3ccco3)CC2)cc1	0.6	44	-0.63	·	·	18	1.1	0.8	0.9
COc1ccc(CCNC2CC(=O)N(C)C2=O)cc1OC (centres undefined)	0.9	9	0.92	-48	0	11	1.1	0.9	1.1
CC(OC(=O)c1nsc(Cl)c1Cl)C(=O)NCc1ccco1 (centres undefined)	0.3	67*	-0.42	-4	0	56*	1.1	0.4	1.2
COc1ccc(OCC(=O)Nc2ccc3c(c2)nc(CN2CCCC2)n3C)cc1	1	-4	-0.34	10	-5	-11	·	1.1	1.7
O=C(CCC(=O)N(Cc1ccco1)C(C(=O)NC1CCCC1)c1ccncc1)Nc1cccnc1 (centres undefined)	0.3	75*	2.4	-4	5	61*	1	0.4	1.3
OC(c1ccc2c(c1)OCO2)c1nccc2ccccc12 (centres undefined)	0	95*	-0.89	1	-6	-74	1.1	1.7	1.6

Later entries:
SMILES	CYP2C19 act	CYP2C19 inh	PTK2B oligo ant	CD11b adhes inh	CD11b adhes enh	CYP2C9 inh	MT1-MMP txn act	CYP2C9 activ	PLAP activator
COc1ccc(C(=O)NN2C(=O)C3CCC(C)(C2=O)C3(C)C)cc1 (centres undefined)	1	4	0.34	·	·	7	·	0.9	0.9
COc1ccc(OC)c(CN2CCN(C(=O)c3cccc4ccccc34)CC2)c1	0.4	55*	-0.58	7	0	-37	1	1.4	1.8
COc1ccccc1C1CC(c2ccc(Cl)cc2)Nc2ncnn21 (centres undefined)	0	98*	-0.04	3	-4	70*	1.1	0.3	1.1
CN(C)c1cccc(C(=O)Nc2cccc(F)c2)c1	0.6	43	0.05	·	·	7	1.2	0.9	0.8
O=c1c2ccccc2nc(SCc2nnc(-c3ccccc3Br)o2)n1Cc1ccco1	0.2	76*	0.14	13	-2	94*	1.1	0.1	1.5
COc1ccc(-n2nc(C(=O)NCC(=O)NCc3ccco3)c3ccccc3c2=O)c(OC)c1	1.3	-28	0.03	-7	-4	72*	0.9	0.3	1
CCCCOC(=O)Cn1c(=N)n(CCC)c2ccccc21	1.1	-13	0.44	15	-5	-8	1.2	1.1	1
Cc1nc(-c2cnn(-c3ccccc3)c2)c2cc(C)oc2n1	1.1	-8	0.19	-19	-3	-3	1	1	1
CC1=C(C)SC(=C(C#N)c2nnc(N3CCOCC3)n2-c2ccccc2)S1	1.2	-17	·	-2	5	-20	1.1	1.2	1
O=C(NC(CO)(CO)CO)c1coc(=O)c(Br)c1	1.1	-10	1.1	7	-4	-15	·	1.2	1
CC(C)(C)NC(=O)CSc1nc(O)cc(=O)n1-c1ccccc1F	0.8	20	-0.54	-1	-2	30	1	0.7	1.4
Cc1ccc2nc(NC(=O)Cn3cc4c(n3)CCCCC4)sc2c1	0.7	29	·	-8	3	66*	1.2	0.3	1
CC(C)COC(=O)N(C)c1ccc(C(O)(C(F)(F)F)C(F)(F)F)cc1	0.9	11	-2.3	-11	1	42	1.2	0.6	1.1
COc1ccc2c(c1)C(=O)N(c1ccccc1)C(=O)C2	0.8	19	0.28	·	·	7	0.9	0.9	1.2
O=C(Nc1ccc(-c2nc3cc(NC(=O)c4cccs4)ccc3o2)cc1)c1cccs1	1	-3	-0.81	·	·	-4	·	1	1.3
NC(=O)CSc1nnc(-c2ccncc2)n1CCc1ccccc1	1	-5	-0.22	1	0	-4	1	1	1

High-throughput results deposited in PubChem BioAssay by Sanford-Burnham Center for Chemical Genomics.
